Compound activity as filed in PubChem.
MEKK3 PB1 HTS = MEKK3-MEK5 PB1 interaction, increase or decrease; Q99759; bead-based flow cytometry, Alexa488-MEK5 binding to MEKK3; actives lie on both sides; 0 = blocked by unlabeled MEK5, 100 = vehicle; AID 1529; binding response (% of control), % at 10 µM; 290,000 compounds, 1.4% hits;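 active = binding response more than 3 SD above or below the average of its plate-row segment, actives on both sides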;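 also: Alexa488 bead fluorescence after subtracting the streptavidin-only scavenger bead signal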
Target sequence (Q99759 whole entry, looked up): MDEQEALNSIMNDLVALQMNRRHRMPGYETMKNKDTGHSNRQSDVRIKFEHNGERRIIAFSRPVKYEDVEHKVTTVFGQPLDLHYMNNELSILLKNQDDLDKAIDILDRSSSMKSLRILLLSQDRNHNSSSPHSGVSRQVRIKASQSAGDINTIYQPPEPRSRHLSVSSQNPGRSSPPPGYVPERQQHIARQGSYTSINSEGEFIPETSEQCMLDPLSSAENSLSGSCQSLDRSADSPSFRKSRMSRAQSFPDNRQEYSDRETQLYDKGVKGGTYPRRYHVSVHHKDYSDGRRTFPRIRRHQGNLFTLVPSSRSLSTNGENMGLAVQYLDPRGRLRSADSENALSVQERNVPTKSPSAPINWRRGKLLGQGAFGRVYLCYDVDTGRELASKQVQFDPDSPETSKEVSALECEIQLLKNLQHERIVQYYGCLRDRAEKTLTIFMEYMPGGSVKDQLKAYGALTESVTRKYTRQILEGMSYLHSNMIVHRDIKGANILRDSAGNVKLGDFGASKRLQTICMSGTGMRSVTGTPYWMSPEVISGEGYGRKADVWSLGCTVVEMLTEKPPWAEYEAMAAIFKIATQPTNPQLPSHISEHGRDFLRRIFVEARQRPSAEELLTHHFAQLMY
CRFBP-R2 agonist = agonists of human CRF-binding protein/CRF-R2 receptor complex; 350,000 compounds, 0.46% hits; HEK293 CRF-R2/CRF-BP, calcium dye fluorescence (FLIPR); percent of saturating CRF peptide response; activation, % at 13.2 µM;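 active = activation of at least 50%, plus an integration ratio under a set limit after plate pattern correction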;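 also: plate controls were neutral control wells without compound for no effect and CRF at EC100 for full effect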
CRFBP-R2 block = blocks CRF-induced signaling of the CRF-BP/CRF-R2 complex; HEK293 CRF-R2/CRF-BP, CRF-induced calcium fluorescence; inhibition, % at 11.8 µM; 350,000 compounds, 0.59% hits;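 active = inhibition of the ligand-induced calcium signal above about 50% at the single tested concentration, limit read from the data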
IDE inh = cellular human IDE inhibition; AID 434962; inhibition, % at 5.59 µM; P14735; HEK cells, FAbetaB cleavage, fluorescence polarization; 320,000 compounds, 0.41% hits;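 active = percent inhibition above the average of all tested compounds plus 3 SD, set per screening campaign, cut at about 16% in these data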;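 also: IDE supplied by intact live HEK cells; FP after avidin binding of uncleaved biotin substrate so inhibition keeps polarization high; 0% = DMSO wells and 100% = 60 µM reference IDE inhibitor Ii1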
GalR3 antag = human GalR3 antagonism | AID 651719 | HEK293 GalR3-CNG cAMP membrane potential fluorescence; galR3 body fused to GalR1 C-terminus | O60755 | inhibition, % at 3 µM | 360,000 compounds, 0.44% hits;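 active = inhibition above the screen-wide average plus 3 SD, cut at about 13% in these data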;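 also: forskolin and galanin both at EC90 stimulate the cells; cAMP rise reported by CNG channel membrane potential dye signal; 0% = forskolin plus galanin with DMSO and 100% = forskolin alone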
IDE act = IDE (human) activation, cell-based | activation, % at 5.96 µM | 340,000 compounds, 0.073% hits | HEK cells, FAbeta-B cleavage, fluorescence polarization; 0% vehicle, 100% cell-free pure enzyme wells | P14735;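 active = activation above the mean of all tested compounds plus 3 SD, set per screening campaign, cut at about 17% in these data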
PHOSPHO1 block = inhibitors of human PHOSPHO1 phosphatase; recombinant PHOSPHO1, absorbance phosphatase assay; inhibition, % at 13.3 µM; 290,000 compounds, 1.1% hits; AID 1565; in the data active = inhibition above about 60%
Target sequence (Q8TCT1 whole entry, looked up): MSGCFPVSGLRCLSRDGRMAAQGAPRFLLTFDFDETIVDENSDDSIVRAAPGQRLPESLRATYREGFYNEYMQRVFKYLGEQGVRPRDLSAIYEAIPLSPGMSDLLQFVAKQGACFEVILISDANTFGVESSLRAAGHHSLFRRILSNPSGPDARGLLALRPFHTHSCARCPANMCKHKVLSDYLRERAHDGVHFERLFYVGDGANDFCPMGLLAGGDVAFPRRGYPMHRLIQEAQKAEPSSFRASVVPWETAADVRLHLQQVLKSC
pCIP destab = p/CIP protein destabilization | AID 1984 | F442A p/CIP-EGFP cells, EGFP fluorescence, 16 h | 290,000 compounds, 0.01% hits | decrease of EGFP signal, % at 10 µM | Q05BA5;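 active = EGFP signal decrease of at least 30% at 10 µM or well 3 SD below plate mean, unless failing retest; inactive = the rest, including hits failing retest or dose response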; also: some compounds called inactive have numbers as strong as hits; many of its hits are not listed in these tables
M4 PAM = positive allosteric modulators of human muscarinic M4 receptor | AID 624126 | P08173 | activation, % at 3 µM | 360,000 compounds, 0.4% hits | CHO-K1 hM4/Gqi5, Fluo-8 calcium fluorescence, ACh EC20; 0% = ACh EC20, 100% = maximal ACh;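 active = activation above its plate's cutoff, the mean activation of sample wells plus 3 SD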; also: some results filed as inactive read as strong as hits
Numbers without * were called inactive; . = not tested or not shown; [ ] = dose if it differs, or a comment.

item	Molecule	MEKK3 PB1 HTS	CRFBP-R2 agonist	CRFBP-R2 block	IDE inh	GalR3 antag
1	COc1ccc(S(=O)(=O)N(CC(=O)NCC2CCCO2)c2ccccc2)cc1OC (stereo unspecified)	99	-2.5	-11	1	2
2	CC(=O)Nc1ccccc1OC(=O)N1CCOCC1	104	0.4	6	1	-5
3	O=C1NC(=Nc2ccc(O)cc2)S/C1=C/c1ccco1	102	-0.7	3	0	-6
4	CCCCn1c(N)c(N(CCOC)C(=O)c2c(CC)noc2C)c(=O)[nH]c1=O	.	-0.4	-6	-4	-2
5	CCCN(C(=O)COC(=O)c1cc(CC)c(C)s1)c1c(N)n(Cc2ccccc2)c(=O)[nH]c1=O	.	4.2	-21	3	-4
6	Cc1cc(C)c(S(=O)(=O)N2CCN(C(=O)c3cc(=O)[nH]c4ccccc34)CC2)c(C)c1	.	-2.5	-6	-5	-6
7	C[N+](C)(C)CCOP(=O)(O)OP(=O)([O-])OC[C@H]1O[C@@H](n2ccc(N)nc2=O)[C@H](O)[C@@H]1O	111	6.9	-7	0	.
8	CC1(c2ccc3ccccc3c2)NC(=O)N(CC(=O)N2CCC(C(N)=O)CC2)C1=O (stereo unspecified)	.	2.0	1	-2	-3

item	IDE act	PHOSPHO1 block	pCIP destab	M4 PAM
1	5	18	-18	-3
2	4	19	-16	-3
3	8	4	-18	1
4	-3	.	.	5
5	2	.	.	5
6	2	.	.	-11
7	5	21	-6	-8
8	4	.	.	16

The list continues:
item	Molecule	MEKK3 PB1 HTS	CRFBP-R2 agonist	CRFBP-R2 block	IDE inh	GalR3 antag
9	c1ccc(-c2nnsc2-c2ccccc2)cc1	105	-0.7	18	3	-1
10	S=C(NCc1cccnc1)Nc1cc(Cl)cc(Cl)c1	104	2.7	4	-1	0
11	Cc1ccc(CNC(=O)C2CC3Cn4c(nc5ccccc54)C3N2C)o1 (stereo unspecified)	.	-1.6	-2	-1	-4
12	O=C(CN1C(=O)c2ccccc2S1(=O)=O)NCCSCc1ccccc1Cl	98	-0.1	2	3	-9
13	N#CCC(=O)NC(=O)NCC1CC1	97	-0.9	2	3	2
14	COc1ccc(-c2cc(CNS(=O)(=O)c3ccccc3)on2)cc1	94	4.9	-4	-5	-4
15	CCN(CC)C(=O)c1ccc(-c2cccs2)s1	104	-1.8	8	2	-6
16	COc1cc(C(=O)NCC(C)C)cc(OC)c1OC	99	-0.1	-1	-1	-6

item	IDE act	PHOSPHO1 block	pCIP destab	M4 PAM
9	4	44	-5	-3
10	4	34	-6	-15
11	2	.	.	0
12	2	35	-12	-8
13	-1	-4	-1	11
14	-2	28	-4	7
15	4	34	-14	-3
16	13	10	-12	8

Other compounds follow:
item	Molecule	MEKK3 PB1 HTS	CRFBP-R2 agonist	CRFBP-R2 block	IDE inh	GalR3 antag
17	Cc1nnc(SCC(=O)N(CC(C)C)c2c(N)n(Cc3ccccc3)c(=O)[nH]c2=O)n1N	.	-1.4	-4	0	-5
18	Cn1c(CNC(=O)c2ccc(F)cc2)nc2ccccc21	95	-0.1	13	1	1
19	Cc1ccc(C(=O)Nc2ccc3ncccc3c2)cc1	106	-5.2	4	1	-1
20	CCOC(=O)N1CCC(n2c(SCC(=O)N3CCC(C)CC3)nc3ccccc3c2=O)CC1	95	-1.2	19	-4	-4
21	COc1ccc(C)cc1NC(=O)CSc1ccc(-c2ccccn2)nn1	102	-0.4	-11	3	0
22	CCOC(=O)/C=C1\SCC(=O)N1CC(=O)NCc1cccc(Cl)c1	102	0.1	-6	5	-2
23	CCN(CC)S(=O)(=O)c1ccc2[nH]cc(C(=O)NCCN3CCCCCC3)c(=O)c2c1	.	-2.6	1	5	-6
24	CC(=O)c1ccc(NC(=O)Nc2ncn(Cc3cccc(C)c3)n2)cc1	102	1.2	-17	3	-2

item	IDE act	PHOSPHO1 block	pCIP destab	M4 PAM
17	5	.	.	4
18	0	20	7	1
19	-4	37	-2	11
20	3	-3	9	8
21	-1	14	2	3
22	1	22	-2	5
23	-6	26	-2	-12
24	-3	-23	-7	0

Remaining list, next part.
item	Molecule	MEKK3 PB1 HTS	CRFBP-R2 agonist	CRFBP-R2 block	IDE inh	GalR3 antag
25	COCc1cc(=O)[nH]c(Nc2nc3ccc(C)cc3o2)n1	104	-2.8	5	6	-2
26	Cc1cccc(Nc2nc(-c3cccs3)cs2)n1	99	36	-68	1	-4
27	COc1ccc(-c2csc(N=C(N)N)n2)cc1	100	1.2	-4	-3	-3
28	CC(NCc1ccccc1O)C12CC3CC(CC(C3)C1)C2 (stereo unspecified)	98	8.7	-42	2	-13
29	Cc1oc2ccc(OC(=O)COc3c(F)c(F)c(F)c(F)c3F)cc2c1C(=O)OC(C)C	104	0.9	-36	-2	-2
30	CCN(Cc1ccncc1)C(=O)CCc1nnc(CCc2ccccc2OC)o1	70*[inhibitor]	0.1	-7	5	-6
31	Cc1ccc(C2(C)NC(=O)N(CC(=O)N3CC(=O)Nc4ccccc43)C2=O)cc1 (stereo unspecified)	.	0.5	11	6	-4
32	CC1(C)OCC(C2CC(c3ccccc3)NS(=O)(=O)O2)O1 (stereo unspecified)	99	0.4	7	0	-3

item	IDE act	PHOSPHO1 block	pCIP destab	M4 PAM
25	4	6	4	10
26	5	-3	5	-7
27	2	46	5	6
28	0	-6	14	-13
29	4	-5	-1	0
30	2	54	-15	-2
31	2	.	.	7
32	-1	21	-4	7

(next part)
item	Molecule	MEKK3 PB1 HTS	CRFBP-R2 agonist	CRFBP-R2 block	IDE inh	GalR3 antag
33	CC(O)Cn1nc([N+](=O)[O-])nc1N (stereo unspecified)	95	0.0	7	4	-4
34	CCOC(=O)c1cccc(NC(=O)c2cnc3ccccc3n2)c1	106	-1.5	-29	6	-3
35	CCN1C(=NCCCOC(C)C)N[C@@H](c2ccccc2)[C@H](C(=O)OC)[C@H]1C	.	2.7	2	5	-3
36	O=C(NCc1ccco1)C(=O)N1CCCC1	104	0.3	-2	-4	1
37	COc1ccc2cc(C(=O)C3CCCN(C(=O)c4csnn4)C3)ccc2c1 (stereo unspecified)	100	-1.2	-14	-1	-1
38	COc1cccc(-n2cnc3sc(C)c(C)c3c2=O)c1	100	-0.5	-22	9	-2
39	O=C1CS/C(=N/N=C\c2ccn[nH]2)N1	88	0.4	-6	-2	-5
40	Cc1sc2ncn(-n3c(C)ccc3C)c(=O)c2c1C	99	-1.2	1	-2	-3

item	IDE act	PHOSPHO1 block	pCIP destab	M4 PAM
33	0	32	2	-5
34	2	8	-1	2
35	4	.	.	2
36	2	18	-8	16
37	-1	-12	2	1
38	1	0	2	6
39	.	46	-9	2
40	6	3	-11	0

Remaining list, next part
item	Molecule	MEKK3 PB1 HTS	CRFBP-R2 agonist	CRFBP-R2 block	IDE inh	GalR3 antag
41	COc1cc(C(=O)Oc2cc(N)n(S(=O)(=O)c3ccc(F)cc3)n2)cc(OC)c1OC	103	0.4	15	-1	-5
42	C/C(=N\NC(=S)Nc1ccc(F)cc1)c1ccc2c(c1)OCCO2	101	1.7	-37	2	-2
43	O=C(COC(=O)c1cccc(N2C(=O)C3CC=CCC3C2=O)c1)c1ccccc1 (stereo unspecified)	106	0.4	-3	6	-13
44	COc1ccc(NC(=O)c2cccnc2Sc2ccccc2)c(OC)c1	106	-4.5	-10	-9	-3
45	CCc1c(C(=O)N2CCN(c3ccccc3F)CC2)[nH]c(C)c1C(C)=O	93	0.5	-26	1	-2
46	CCc1noc(C)c1C(=O)N1CC(C)SC1=Nc1ccc(Cl)cc1 (stereo unspecified)	.	-3.3	-6	-8	-6
47	CCn1c(N2CCN(C(=O)Nc3ccc(F)cc3)CC2)nc2ccccc21	95	1.3	0	4	-2
48	Cc1ccc(-c2c(C)cc3oc(=O)cc(-c4ccccc4)c3c2C)cc1	.	6.6	15	.	-7

item	IDE act	PHOSPHO1 block	pCIP destab	M4 PAM
41	5	20	0	-10
42	-3	6	-1	0
43	-3	29	-3	-6
44	-7	-9	-4	-2
45	-2	9	-13	-4
46	1	.	.	6
47	3	41	8	-6
48	4	.	.	-3

Record cards, as listed above. Order of screens: MEKK3 PB1 HTS | CRFBP-R2 agonist | CRFBP-R2 block | IDE inh | GalR3 antag | IDE act | PHOSPHO1 block | pCIP destab | M4 PAM
`CCOC(=O)N1CCC(n2c(SCC(=O)N3CCC(C)CC3)nc3ccccc3c2=O)CC1` is listed as 95 | -1.2 | 19 | -4 | -4 | 3 | -3 | 9 | 8
`COc1ccc(-c2csc(N=C(N)N)n2)cc1` is listed as 100 | 1.2 | -4 | -3 | -3 | 2 | 46 | 5 | 6
`Cc1cc(C)c(S(=O)(=O)N2CCN(C(=O)c3cc(=O)[nH]c4ccccc34)CC2)c(C)c1` is listed as . | -2.5 | -6 | -5 | -6 | 2 | . | . | -11
`c1ccc(-c2nnsc2-c2ccccc2)cc1` is listed as 105 | -0.7 | 18 | 3 | -1 | 4 | 44 | -5 | -3

Remaining list, next part:
item	Molecule	MEKK3 PB1 HTS	CRFBP-R2 agonist	CRFBP-R2 block	IDE inh	GalR3 antag
49	NS(=O)(=O)c1ccc2nc(NC(=O)Nc3ccccc3F)sc2c1	100	1.8	-15	6	-6
50	CCn1ncc(C2=NOC(C(=O)NCc3ccc(Cl)cc3)C2)c1C (stereo unspecified)	.	-0.7	-3	6	6
51	COc1cccc(C2C(C(=O)c3cc4ccccc4o3)=C(O)C(=O)N2c2cc(C)on2)c1 (stereo unspecified)	97	1.8	5	5	-1
52	CCOC(=O)/C(=N\Nc1ccc(OC)cc1)c1csc(Nc2ccccc2)n1	107	-0.5	-25	-1	-8
53	COc1ccc(OC)c(NC(=S)N(CCc2c(C)[nH]c3ccccc23)Cc2cccs2)c1	100	1.0	-3	4	0
54	Cc1cc(CN2CCCC(C(=O)Nc3cccc(-n4cccn4)c3)C2)cc(C)c1O (stereo unspecified)	102	0.1	4	-1	-7
55	COc1ccc(Cl)cc1Nc1nc(-c2cccnc2)cs1	107	-0.3	-8	-6	-9
56	C=C(C)CNC(=S)NNC(=O)CCn1c2cc(Cl)ccc2c2ccc(Cl)cc21	123	-0.5	-59	4	-2

item	IDE act	PHOSPHO1 block	pCIP destab	M4 PAM
49	5	11	-8	1
50	-2	-25	-14	2
51	-3	32	-8	0
52	3	90*	3	11
53	6	-6	6	-4
54	3	40	-7	0
55	1	.	-8	-4
56	-1	3	3	2

The list continues:
item	Molecule	MEKK3 PB1 HTS	CRFBP-R2 agonist	CRFBP-R2 block	IDE inh	GalR3 antag
57	S=c1nc(C2CCCCC2)[nH]c2ccccc12	101	-1.6	-7	2	-6
58	Cc1ccc(C)c(OCc2nc3ccc(S(=O)(=O)Nc4c(C)n(C)n(-c5ccccc5)c4=O)cc3[nH]2)c1	98	1.7	-5	13	-8
59	CCN(CC(=O)NC1CCCCC1)S(=O)(=O)c1ccc(Cl)cc1	101	-1.3	-27	-4	-4
60	COc1ccc(CC(NC(C)=O)C(=O)NC2CCN(C(=O)C3CCCCC3)CC2)c(OC)c1 (stereo unspecified)	100	0.4	7	0	-7
61	CC1=NN(C(=O)COc2ccccc2C)C(O)(c2ccc(Cl)cc2)C1 (stereo unspecified)	93	0.2	-8	-4	-4
62	Cc1ccc([C@H]2N[C@]3(CCCN(Cc4cccn4C)C3=O)[C@H]3C(=O)N(C)C(=O)[C@@H]23)cc1	.	-1.8	18	.	1
63	O=C(CCNC(=O)C1CCN(S(=O)(=O)c2ccccc2)CC1)NCc1ccccc1Cl	100	0.1	-5	-2	-8
64	COc1sc(SC)cc1/C=N/NC(=O)c1ccncc1	103	-1.2	-2	2	2

item	IDE act	PHOSPHO1 block	pCIP destab	M4 PAM
57	8	-16	-7	9
58	3	0	-8	-2
59	1	18	-5	-4
60	0	8	-6	3
61	1	-4	5	0
62	.	.	.	2
63	6	24	-4	2
64	-3	14	16	6

Compounds were not picked by outcome; about 4.2% have a hit in one of these screens.
